miR122 inh = miR-122 inhibition in Huh7 cells; 0.3% of 340,000 active; activation (reporter increase), % at 12.5 µM; Huh7 miR-122 Renilla luciferase sensor, 48 h; neutral wells = 0, positive control = 100;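 active = mean replicate activation score at least 90 and every replicate individually at or above 90; inconclusive = only one of the two criteria met; inactive = neither criterion met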;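 also: higher luciferase means less miR-122 activity so hits act as miR-122 inhibitors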
Cneo AK release = causes C. neoformans cell lysis | adenylate kinase release luminescence, 4 h; normalised: neutral wells 0, clomiphene wells 100 | lysis activity, % at 15 µM | 0.2% of 360,000 active | AID 651654;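 active = mean lysis activity across replicates of at least 80%, whatever share of replicates individually reach that level; inactive = mean lysis activity below 80%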
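Material: C. neoformans cells | Amount: Yeast cell density of 5 × 10^6 cells/mL | Medium: Fresh YPD growth medium | Dosing: Single dose | Times: Static 4 h at 37 °C with compound, 1 h detection | Detection: AK luminescence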
ERp5 inh = blocks human ERp5 reductase activity on insulin | ERp5 insulin aggregation, absorbance 650 nm, 90 min | Q15084 | inhibition, % at 9.99 µM | 0.05% of 350,000 active;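 active = mean replicate inhibition above about 25%, with every replicate also reaching it, limit read from the data, passing the limit was not always enough; inconclusive = only one of those two criteria met; inactive = neither criterion met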
Target sequence (Q15084 whole entry, looked up): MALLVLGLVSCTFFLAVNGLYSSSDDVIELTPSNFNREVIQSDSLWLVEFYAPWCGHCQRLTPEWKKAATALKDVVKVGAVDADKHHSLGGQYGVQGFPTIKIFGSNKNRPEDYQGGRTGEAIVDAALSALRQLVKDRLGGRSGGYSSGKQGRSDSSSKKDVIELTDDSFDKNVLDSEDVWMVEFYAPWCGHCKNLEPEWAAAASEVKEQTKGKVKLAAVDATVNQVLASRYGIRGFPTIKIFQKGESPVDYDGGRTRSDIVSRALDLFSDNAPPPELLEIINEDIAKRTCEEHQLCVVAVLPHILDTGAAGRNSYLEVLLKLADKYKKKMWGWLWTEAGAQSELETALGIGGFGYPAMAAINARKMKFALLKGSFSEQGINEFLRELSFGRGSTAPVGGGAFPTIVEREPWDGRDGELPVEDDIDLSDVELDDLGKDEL
ARNT TACC3 PPI = ARNT/TACC3 interaction disruption; inhibition, % at 9.99 µM; AlphaScreen His-ARNT PAS-B/GST-TACC3 binding, luminescence; TACC3 fragment carries E629A point mutation; Q9Y6A5; 0.66% of 390,000 active;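 active = mean inhibition of replicates at least 50% and at least half of replicates each reaching 50%; inconclusive = half or more replicates reach 50% but mean below 50%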;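 also: 0% = complete ARNT plus TACC3 wells and 100% = ARNT alone without TACC3; many hits fall short of the cut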
SIRT5 block = blocks human SIRT5 desuccinylation of peptide. Q9NXA8. Purified SirT5, succinyl-peptide AMC, trypsin-coupled fluorescence. inhibition, % at 15 µM. 1.1% of 330,000 active. AID 652115; in the data active = inhibition above about 15%; inconclusive = no clear call, values can overlap the other calls
Target sequence (Q9NXA8 whole entry, looked up): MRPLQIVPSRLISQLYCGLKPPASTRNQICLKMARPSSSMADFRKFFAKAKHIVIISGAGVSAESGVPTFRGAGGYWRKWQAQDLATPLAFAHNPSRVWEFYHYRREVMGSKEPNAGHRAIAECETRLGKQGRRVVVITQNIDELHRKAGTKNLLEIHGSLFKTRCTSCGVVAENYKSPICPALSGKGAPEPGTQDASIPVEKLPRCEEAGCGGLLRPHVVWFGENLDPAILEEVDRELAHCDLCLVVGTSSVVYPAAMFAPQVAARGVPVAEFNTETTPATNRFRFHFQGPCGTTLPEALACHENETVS
esBAF inh = blocks esBAF chromatin remodeling in mouse ES cells. reporter increase, % at 12.5 µM. Bmi1-luciferase knock-in reporter, 24 h; 100% = twice the neutral-well signal. AID 602393. 2% of 350,000 active; in the data active = activation above about 40%; inconclusive = no clear call, values can overlap the other calls;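 also: 0% = median of the plate's neutral control wells and 100% = double that signal; a rise in the Bmi1 reporter signal indicates esBAF inhibition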
C2C12 statin = protects C2C12 myotubes from simvastatin toxicity | ATP luminescence, 48 h; scaled: DMSO 0, geranylgeraniol control 100 | rescue of ATP level, % at 7.49 µM | AID 602340 | 0.78% of 330,000 active;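 active = mean ATP rescue above about 67%, or every replicate alone reaching that limit, limit read from the data, passing the limit was not always enough; inconclusive = no clear call, values can overlap the other calls; inactive = mean under the limit and some replicate under it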;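 also: myotubes were challenged with 10 µM simvastatin during compound exposure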
Starred values were filed as active, the others as inactive; ? = inconclusive; / = no result given; & = joins results of further samples; [ ] = another dose, or the depositor's remark.

SMILES	miR122 inh	Cneo AK release	ERp5 inh	ARNT TACC3 PPI	SIRT5 block	esBAF inh	C2C12 statin
COc1ccccc1C(=O)CC(=O)c1ccccc1	3.3	-1.5	1.6	-10.8	-2.7	?	-6.6
CC(C)=CCc1c(O)cc(O)c2c1OC(c1ccc(O)cc1)CC2=O (stereo unspecified)	4.7	-1.5	-0.1	2.6	/	1.2	36.0
CO[C@@H]1CN(C)C(=O)c2cc(NC(C)=O)ccc2OC[C@H](C)N(CCC(F)(F)F)C[C@H]1C	21.9[16.7 µM]	0.8	2.2	1.0	0.6	2.3	-4.9
C[C@H](CO)N1C[C@H](C)[C@@H](CN(C)Cc2ccncc2)OCCCC[C@H](C)Oc2ccc(NS(C)(=O)=O)cc2C1=O	-2.1[16.7 µM]	0.6	16.8	-7.3	-4.1	-3.5	-2.7
Cc1ccc(C(C)C)cc1OCC(=O)NC1CCCCCCC1	/	-1.2	-3.2	-5.6	-3.3	2.1	-28.3
Cc1nn(C(=O)CCC(=O)NCc2cccc(F)c2)c2ccccc12	/	9.9	-4.7	11.7	-3.0	-3.6	-2.2
Cc1cc(NC(=O)c2cnn3c(C(F)(F)F)cc(-c4ccccc4)nc23)no1	-2.4	1.2	-3.1	-6.7	1.5	-2.9	6.3
O=C(CNC(=O)c1ccco1)Nc1ccncc1	/	-1.7	-30.2	-4.2	-1.6	-1.8	-5.1
O=C(O)C1CC(c2ccccc2F)=NO1 (stereo unspecified)	-2.1	2.6	/	/	/	-3.1	-4.5
CC(C)(C)c1[nH]c2ccccc2c1/C=N/O	2.3	/	/	7.2	/	-1.5	-16.6
Cc1cccc(C)c1NC(=O)CN(C1CCCCC1)S(C)(=O)=O	/	-2.8	1.4	5.1	-0.9	-1.6	-1.9
COc1cc(/C=N/N2C(=O)C3C4c5ccccc5C(c5ccccc54)C3C2=O)ccc1O (stereo unspecified)	1.5	-2.8	/	3.0	/	/	/

Some entries already given with just ARNT TACC3 PPI, esBAF inh and miR122 inh:
mol,ARNT TACC3 PPI,esBAF inh,miR122 inh
Cc1ccc(C(C)C)cc1OCC(=O)NC1CCCCCCC1,-5.6,2.1,/
C[C@H](CO)N1C[C@H](C)[C@@H](CN(C)Cc2ccncc2)OCCCC[C@H](C)Oc2ccc(NS(C)(=O)=O)cc2C1=O,-7.3,-3.5,-2.1[16.7 µM]
CC(C)(C)c1[nH]c2ccccc2c1/C=N/O,7.2,-1.5,2.3

The results go on.
SMILES	miR122 inh	Cneo AK release	ERp5 inh	ARNT TACC3 PPI	SIRT5 block	esBAF inh	C2C12 statin
Cc1[nH]c(=O)c(C(=O)/C=C/c2ccccc2)c2c1CCCC2	39.9	-0.8	/	2.0	/	30.9	165.1*
N=c1c(C(=O)NC2CCCCC2)cc2c(=O)n3ccccc3nc2n1CC1CCCO1 (stereo unspecified)	-2.6	-0.5	-3.2	-1.6	-104.8	/	/
O=C(CCNC(=O)c1ccc(Br)o1)NC1CCCC1	1.6	-1.4	/	1.2	/	-8.3	-63.2
O=C(CN1C(=O)CSC1=O)NC1CCCCC1	-6.9	-2.7	/	-1.9	/	6.7	-4.4
c1ccc2nc(N3CCCC3)c(N3CCCCC3)nc2c1	-7.8	0.4	3.0	-11.3	-1.5	-4.7	-1.0
O=C(CNC(=O)c1cccc(Br)c1)N/N=C/c1ccc[nH]1	/	/	0.6	-0.1	-4.3	/	/
Cc1ccc(OCc2ccc(C(=O)NN)o2)c([N+](=O)[O-])c1	/	/	5.3	1.7	2.9	/	/
Cc1ccc(S(=O)(=O)N2CCOCC2)cc1NC(=O)COC(=O)c1ccc2c(c1)OCCO2	-8.6	0.4	0.5	-7.9	-1.6	-10.2	5.0
CCOC(=O)CCSc1nc(C)c2ccccc2n1	2.2	-0.1	/	-4.7	/	5.8	-16.0
O=C(COC(=O)COc1ccc(Cl)cc1)Nc1ncc(Br)s1	-0.8	8.4	-1.4	-2.1	-2.8	-8.1	10.2
C/C=C/c1ccc([C@@H]2[C@H]3CN(C(=O)Nc4ccccc4F)CCCCN3[C@H]2CO)cc1	-27.0[16.7 µM]	-0.6	-1.4	-1.8	1.9	/	/
O=C(O)/C=C(\Oc1ccccc1)C1(O)CCCCC1	8.5	-0.5	2.1	/	1.1	/	/
Cc1cccc(NC(=O)CC2NC3CCCCC3NC2=O)c1 (stereo unspecified)	1.9	1.1	/	2.8	/	/	/
CNC(=O)C[C@@H]1CC[C@@H]2[C@@H](COc3ccc(NC(=O)C4CC4)cc3C(=O)N2C)O1	26.7[16.7 µM]	-3.3	/	-8.1	/	7.2	6.8
Cc1ccc(NC(=O)COC(=O)CC2CCCC2)cc1F	-3.7	0.4	-6.8	-5.8	-3.5	-10.0	1.4
CCCC(=O)NC(c1ccc(OC)cc1)c1ccc2cccnc2c1O (stereo unspecified)	/	/	?	19.6	1.6	/	/
C(=N\N=C\c1ccncc1)/c1ccncc1	-3.3	2.9	2.0	-0.7	-5.7	9.3	3.6
COc1ccc(CCNC(=O)C2CCN(S(=O)(=O)c3ccc(Cl)cc3)CC2)cc1OC	-3.2	/	/	-7.8	/	0.6	3.3
NS(=O)(=O)c1ccc(CCNC(=O)COC(=O)CN2C(=O)C3CCCCC3C2=O)cc1 (stereo unspecified)	/	/	-0.4	3.3	-0.1	/	/
O=C(Cn1cnc2ccccc2c1=O)NCc1cccs1	-6.1	-0.1	-0.9	-0.8	-1.8	5.5	0.7
Cc1ccc(C(=O)Nc2ccc(N3CCN(C)CC3)cc2)cc1C	/	-4.7	1.5	-1.7	-1.4	-48.3	-1.6
COCCN1Cc2cccc(C(=O)Nc3ccc4c(c3)OCCO4)c2C1=O	-5.2	-1.1	2.1	-1.9	/	6.3	38.2
COc1cccc(C(=O)Nc2ccc(Oc3cccc(C(F)(F)F)c3)nc2)c1	-5.3	1.1	1.4	-5.9	-1.0	-9.8	-30.3
C[C@H](CO)N1C[C@H](C)[C@H](CN(C)Cc2ccc3c(c2)OCO3)Oc2ccc(NS(=O)(=O)c3ccc(F)cc3)cc2C1=O	-0.2[16.7 µM]	58.5	0.9	0.4	9.1	0.7	13.5
CC1=NN(c2cccc(F)c2)C(=O)/C1=C/c1ccc(N(C)C)cc1	15.1	-1.1	-5.9	7.4	-2.1	5.6	3.8
CN(C)C(=O)Cn1cc(S(=O)(=O)Cc2ccccc2)c2ccccc21	-2.9	3.1	0.2	2.6	-0.1	-4.3	0.0
COC(=O)C[C@@H]1C[C@@H]2c3cc(NS(=O)(=O)c4ccc(F)cc4)ccc3O[C@@H]2[C@H](CO)O1	0.7	-1.0	-3.0&4.0	/	-2.7&0.8	0.9	-0.5
COc1cccc(CN(C)C(=O)c2sccc2-c2ccccc2)c1OC	/	-2.7	4.4	-2.1	-16.1	-11.6	-24.8
C[C@@H]1CN([C@@H](C)CO)C(=O)c2cccc(NC(=O)C3CCOCC3)c2O[C@@H]1CN(C)S(=O)(=O)c1cccs1	0.9[16.7 µM]	2.0	-2.6	-7.5	-1.9	-2.6	-10.2
CC1(C)Cc2cccc(OCC(=O)OCC(=O)Nc3ccccc3)c2O1	/	-0.4	-10.7	-4.8	-0.3	8.6	-10.0
NS(=O)(=O)c1ccc(-c2c(-c3ccccc3)sc3ccccc23)cc1	0.7	0.1	-3.6	-2.8	/	-11.3	15.9
CC(=O)NCCCC[C@@H]1NC(=O)[C@H]2C[C@@H](C(=O)NCCCCCCNC(=O)CS)[C@@H](c3ccc(O)cc3)N2C1=O	/	-5.6	-0.3	22.9	4.7	/	/
Cc1ccc(NC(=O)CCC(=O)OC(C)C(=O)c2ccccc2)cc1 (stereo unspecified)	/	-0.1	6.3	6.8	-0.7	1.9	13.8
NS(=O)(=O)c1ccc(CCNCc2cccs2)cc1	/	/	4.0	6.5	-2.1	/	/
CS(=O)(=O)c1ccc(NS(=O)(=O)c2ccc3ccccc3c2)cc1	55.0	-1.2	-0.2	-0.4	0.0	2.5	7.6
CSCc1cc(N2CCOCC2)nc(-c2ccccc2)n1	0.8	-0.1	2.1	4.3	-0.4	-3.2	-7.5
C=CCNc1nnc(SCC(=O)Nc2ccccc2OC)c2ccccc12	1.8	0.9	2.6	0.2	1.8	-0.3	-23.4
COc1ccccc1-c1cnc2c(c1)C(=O)N([C@H](C)CO)C[C@H](C)[C@H](CN(C)Cc1cccc(F)c1)O2	8.9[16.7 µM]	2.2	-5.1	4.5	4.9	-7.3	6.9
O=C(C1CCCN(Cc2cccc(F)c2)C1)N1CCCCC1 (stereo unspecified)	-6.1	4.4	/	-7.0	/	12.2	-4.6
COc1cccc(C(=O)N(c2ccc(OC)cc2OC)C2C=CS(=O)(=O)C2)c1 (stereo unspecified)	1.9	0.8	0.9	-26.9	-4.0	-4.6	12.7
C=CCN(c1ccccc1)S(=O)(=O)c1ccc2c(c1)oc(=O)n2C	/	2.7	2.4	-0.8	3.1	1.0	8.5
COc1ccc(CC(=O)Nc2nnc(C)s2)cc1	-6.0	-2.4	/	0.2	/	-4.4	/
O=C(Nc1cccc(S(=O)(=O)N2CCCCCC2)c1)c1ccc(=O)[nH]c1	8.1	1.4	-0.6	3.4	-4.9	12.6	8.1
CCOC(=O)C(NC(=O)c1ccc(OC)cc1)(N1CCOCC1)C(F)(F)F (stereo unspecified)	-5.5	1.2	/	-6.7	/	-10.0	0.4
O=C(C[C@H]1CC[C@@H]2[C@H](COC[C@H](O)CN2Cc2cocn2)O1)NCc1cccc(F)c1	3.3[16.7 µM]	49.4	0.3	-6.4	7.5	-4.0	-25.2
CCOc1ccc(OCC)c(NC(=O)CCSCCc2ccccn2)c1	-11.0	3.4	0.8	4.7	-4.8	-2.4	6.3
COc1ccc(C(=O)NCCS(=O)(=O)NCc2ccc(C)cc2)cc1	/	-1.8	-2.1	-3.4	2.1	-1.1	-2.9
CCCCOc1cccc(C2C(C(=O)c3ccc(C)o3)=C(O)C(=O)N2c2nnc(C)s2)c1 (stereo unspecified)	/	-2.4	-7.0	/	1.0	/	/

Overlap with the part before: three entries, followed by the next part.
SMILES	miR122 inh	Cneo AK release	ERp5 inh	ARNT TACC3 PPI	SIRT5 block	esBAF inh	C2C12 statin
CCOc1ccc(OCC)c(NC(=O)CCSCCc2ccccn2)c1	-11.0	3.4	0.8	4.7	-4.8	-2.4	6.3
COc1ccc(C(=O)NCCS(=O)(=O)NCc2ccc(C)cc2)cc1	/	-1.8	-2.1	-3.4	2.1	-1.1	-2.9
CCCCOc1cccc(C2C(C(=O)c3ccc(C)o3)=C(O)C(=O)N2c2nnc(C)s2)c1 (stereo unspecified)	/	-2.4	-7.0	/	1.0	/	/
Cc1ccc(CCSc2ccc(F)cc2)cn1	-3.3	-0.5	1.4	/	-4.1	/	/
C[C@H]1CN([C@@H](C)CO)S(=O)(=O)c2ccc(Br)cc2O[C@@H]1CN(C)Cc1ccncc1	21.2[16.7 µM]	56.1	-3.7	10.6	-1.1	-7.7	-4.6
C[C@H](CCCC/C=C/C(=O)O)O[C@@H]1O[C@@H](C)[C@H](O)C[C@H]1O	3.4	2.9	-1.9	20.0	/	10.2	-10.5
COc1ccccc1NC(=O)CSc1nc2sc(C)c(C)c2c(=O)n1Cc1ccco1	6.6	-2.9	/	-5.5	/	-12.6	13.0
CCN(CC)S(=O)(=O)c1ccc(Nc2cc(C)nc3ncnn23)cc1	1.7	3.5	-4.5	8.1	1.2	0.1	0.8
C[C@@H]1CN([C@H](C)CO)C(=O)c2cccc(NC(=O)Nc3ccccc3)c2O[C@@H]1CN(C)C	-1.6[16.7 µM]	-3.0	-3.6	-7.7	3.6	-0.9	-18.9
COc1ccc(CCN2C(=O)C3C(C2=O)C2C=CC3C23CC3)cc1OC (stereo unspecified)	1.9	-1.0	-6.8	/	-0.1	24.1	118.4*
Cc1nc(N)nc(N/N=C/c2c(F)cccc2Cl)n1	-11.2	0.7	2.9	-5.4	3.7	3.6	4.0
COc1ccc2[nH]c3c(C)c4cc[n+](C)cc4c(C)c3c2c1	-0.6	/	-1.6	29.7	5.1	/	/
Cc1cccc(NC(=O)CSc2nc3nc(C)cc(C)n3n2)c1	-1.8	-0.2	0.0	1.4	-0.1	/	/

High-throughput results from PubChem.
